Mdm2 MdmX PPI: inhibitors of human Mdm2-MdmX association, primary screen, cell-based, luminescence, split luciferase, SaOS-2, uHTS; Protein Mdm4 (Homo sapiens) + E3 ubiquitin-protein ligase Mdm2 (Homo sapiens), …; SaOS-2 split-luciferase Mdm2/MdmX complementation; inhibition, % at 8 µM; hit rate 3% among 330,000;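 active means inhibition of at least 50% at 8 µM in the primary screen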
CXCR6 inh: CXCR6 receptor inhibitors, primary screen, cell-based, beta-arrestin, luminescence, CHO-K1 PathHunter, 1536-well; inhibition, % at 20 µM; C-X-C chemokine receptor type 6 (Homo sapiens), O00574; AID 602244, 2012; hit rate 0.36% among 360,000; in the data active means inhibition above about 34%, passing the limit was not always enough;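 further: antagonist mode with CXCL16 agonist at 10 nM final; 0% = 10 nM CXCL16 with DMSO and 100% = unstimulated wells without agonist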
Target sequence (O00574 whole entry, looked up): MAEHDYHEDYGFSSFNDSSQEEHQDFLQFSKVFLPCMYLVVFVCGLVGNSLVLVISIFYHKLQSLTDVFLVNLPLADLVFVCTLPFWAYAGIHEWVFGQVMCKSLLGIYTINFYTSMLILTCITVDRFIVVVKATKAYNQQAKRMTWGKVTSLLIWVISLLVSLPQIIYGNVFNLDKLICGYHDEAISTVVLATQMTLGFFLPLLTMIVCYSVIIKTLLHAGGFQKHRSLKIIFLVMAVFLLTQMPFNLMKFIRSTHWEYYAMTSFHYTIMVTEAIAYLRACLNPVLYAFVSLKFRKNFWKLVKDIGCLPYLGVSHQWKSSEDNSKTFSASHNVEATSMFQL
UPR XBP1 act: activators of adaptive XBP1 UPR arm, primary screen, cell-based, CHO-XBP1 luciferase reporter, luminescence, uHTS; activation, % at 20 µM; hit rate 0.33% among 330,000; AID 463104, 2010; IRE1-XBP1 UPR activation; percent of tunicamycin response, DMSO as zero;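 active means versus positive control, 20 µM dose yields 30% or more activation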;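 further: 100% = tunicamycin at 10 µg/mL and 0% = DMSO only wells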
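Signal: luciferase luminescence; Assay system: CHO-XBP1 luciferase reporter cells; Amount: one thousand reporter cells per well; Dosing: 20 µM single concentration, DMSO 1%; Benchmarks: high control tunicamycin 10 µg/mL final, low control DMSO vehicle only; Schedule: 6 h compound exposure at 37 °C, 5% CO2; Evaluation: percent activation relative to tunicamycin reference.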
EBI2 block: EBI2 receptor antagonists, beta-arrestin recruitment, primary screen, cell-based, luminescence, 7a,25-OHC stimulation, uHTS | 7a,25-OHC stimulated | G-protein coupled receptor 183 (Homo sapiens), P32249 | inhibition, % at 5 µM | hit rate 0.81% among 360,000; in the data active means inhibition above about 38%;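 further: enzyme fragment complementation signal reports receptor beta-arrestin coupling in cells; 0% = agonist plus DMSO wells and 100% = wells without agonist; some results beyond the cut were filed as inactive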
Target sequence (P32249 whole entry, looked up, the tested form may be a part): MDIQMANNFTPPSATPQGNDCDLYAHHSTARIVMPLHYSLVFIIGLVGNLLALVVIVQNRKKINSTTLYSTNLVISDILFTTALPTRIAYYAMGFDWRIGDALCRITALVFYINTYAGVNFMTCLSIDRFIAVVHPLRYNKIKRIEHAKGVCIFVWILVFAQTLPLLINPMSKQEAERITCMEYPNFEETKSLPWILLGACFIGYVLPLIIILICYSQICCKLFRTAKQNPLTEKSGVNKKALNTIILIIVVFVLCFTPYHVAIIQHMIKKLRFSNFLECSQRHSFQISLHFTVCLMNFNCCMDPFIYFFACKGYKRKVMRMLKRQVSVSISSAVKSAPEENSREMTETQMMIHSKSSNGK
Jurkat NFkB inh: inhibitors of induced NF-kB luciferase reporter, primary screen, TCR NF-kB activation inhibitor project, cell-based, luminescence, uHTS. Jurkat, PMA/ionomycin-induced NF-kB luciferase reporter. inhibition, % at 4 µM. hit rate 0.53% among 330,000. AID 435003, 2010; in the data active means inhibition above about 50%
UPR CHOP act: activators of apoptotic CHOP UPR arm, primary screen, cell-based, CHO-CHOP luciferase reporter, luminescence, uHTS. UPR activation; percent of tunicamycin response over DMSO baseline. activation, % at 10 µM. hit rate 0.34% among 330,000;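 active means at 10 µM dose, activation of 40% or more, normalized to positive control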;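 further: 100% = tunicamycin at 10 µg/mL and 0% = DMSO alone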
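Assay system: CHO-CHOP cells, stable luciferase reporter of PERK-eIF2a-CHOP signalling / Buffer or medium: F12 plus 10% serum / Compound dosing: one dose, 10 µM in 0.5% DMSO / Times: 6 h compound treatment, 37 °C / Technique: luciferase luminescence / Read-out: % reporter activation, DMSO baseline versus tunicamycin full activation / Benchmarks: tunicamycin and DMSO controls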
Gli-Sufu antag: Gli-Sufu pathway antagonists, primary screen, luciferase luminescence, Sufu-KO-LIGHT cells, uHTS; AID 588413, 2011; Sufu-KO-LIGHT fibroblasts, Gli luciferase reporter luminescence; inhibition, % at 5 µM; hit rate 0.74% among 340,000;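 active means inhibition above about 55%, limit read from the data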;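 further: 0% = DMSO-treated cells and 100% = wells with medium but no cells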
697 NFkB inh: inhibitors of PMA/ionomycin-induced NF-kB reporter, 697 cells, primary screen, B-cell NF-kB inhibitor project, cell-based, luminescence, uHTS. hit rate 0.33% among 330,000. 697 B-cell NF-kB luciferase reporter, 16 h. AID 435022, 2010. inhibition, % at 4 µM; in the data active means inhibition above about 35%
CCR6 antag: CCR6 receptor antagonists, primary screen, cell-based, CHO-K1, luminescence, beta-arrestin, uHTS; CHO-K1 CCR6 PathHunter beta-arrestin, CCL20-stimulated; inhibition, % at 20 µM; hit rate 0.49% among 340,000; AID 493098, 2011;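 active means compounds whose inhibition of the agonist-driven luminescence signal at 20 µM reaches about 50%, limit read from the data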;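 further: cells stimulated with CCL20 at 14 nM final; plate controls were DMSO with CCL20 for no effect and DMSO without agonist for full effect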
Target sequence (P51684 whole entry, looked up): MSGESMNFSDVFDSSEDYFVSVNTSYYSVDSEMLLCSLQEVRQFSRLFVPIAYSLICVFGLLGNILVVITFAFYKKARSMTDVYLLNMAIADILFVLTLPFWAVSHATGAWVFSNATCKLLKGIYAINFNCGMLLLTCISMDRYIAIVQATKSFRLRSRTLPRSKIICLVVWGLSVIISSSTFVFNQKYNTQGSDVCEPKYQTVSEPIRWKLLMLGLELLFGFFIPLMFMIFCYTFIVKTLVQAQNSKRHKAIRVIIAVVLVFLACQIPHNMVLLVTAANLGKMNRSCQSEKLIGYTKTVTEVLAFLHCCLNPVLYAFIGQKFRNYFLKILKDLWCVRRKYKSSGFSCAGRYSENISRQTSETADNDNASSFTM
* marks the source's active call; other numbers are inactive results; x = no result given.

SMILES | Mdm2 MdmX PPI | CXCR6 inh | UPR XBP1 act | EBI2 block | Jurkat NFkB inh | UPR CHOP act | Gli-Sufu antag | 697 NFkB inh | CCR6 antag
Cc1c(NC(=O)CSC2=C(C#N)C(c3ccccc3F)CC(=O)N2)c(=O)n(-c2ccccc2)n1C (stereo not drawn) | 0 | 7 | 0 | -5 | -13 | 0.1 | -4 | -4 | 10
CCN(CC)S(=O)(=O)c1cc(C(=O)O)ccc1Cl | 19 | 0 | -1 | -1 | -7 | -0.9 | -3 | 13 | -9
CCOC(=O)c1c(NC(=O)COC(=O)Cc2n[nH]c(=O)c3ccccc23)sc(C(=O)NC)c1C | -16 | 2 | -2 | -1 | 0 | 1.1 | -1 | 7 | 8
O=C(CCn1c(=O)oc2ccccc21)N1CCCCCC1 | -17 | 1 | -2 | 6 | 1 | -1.9 | -7 | 15 | -9
Cc1cc(=O)oc2cc(OC(C)C(=O)O)c(Cl)cc12 (stereo not drawn) | 6 | -3 | -3 | 4 | 3 | 2.0 | 3 | -6 | -6
CC(C)c1ccc(C(=O)NCCCNC(=O)c2cnccn2)cc1 | 6 | 14 | -3 | 3 | 4 | 0.3 | 0 | 9 | 8
COc1ccc(NC(=O)Cn2nnc(-c3ccccc3N)n2)cc1OC | 3 | 3 | -3 | -13 | -13 | -1.7 | 13 | -3 | -2
CCN(CC)C(=O)/C(=C/c1cn(S(=O)(=O)N(C)C)c2ccccc12)NC(=O)c1ccc(OC)cc1 | 61* | 7 | -2 | 3 | -8 | 1.6 | 14 | -2 | 9
CCN(CCn1cccn1)C(=O)CC1C(=O)NCCN1CCc1ccccc1 (stereo not drawn) | 13 | 3 | 25 | -5 | 6 | 2.5 | -2 | 2 | -1
O=C1c2ccccc2C(=O)c2c1cccc2N1CCN(Cc2ccccc2)CC1 | 29 | 20 | -4 | 25 | -15 | 0.7 | 6 | -6 | 24
CN(CC(=O)NCc1ccc2c(c1)OCO2)S(=O)(=O)c1ccc(Br)s1 | 7 | 9 | -1 | 0 | -22 | 0.3 | 3 | -40 | 10
FC(F)(F)c1cc(C(F)(F)F)c2ccc(N3CCN(c4ccc(Cl)cc4)CC3)nc2n1 | 45 | 4 | -1 | 25 | 4 | -0.2 | 15 | 7 | 25
Cc1noc(C(=O)N2CCN(c3ccc(F)cc3)CC2)c1Cl | -6 | -3 | 5 | -8 | -3 | -1.0 | 4 | -8 | 12
CCCc1nnc(SCC(=O)Nc2cccc(C(F)(F)F)c2)o1 | -13 | 2 | 1 | -7 | 7 | 0.2 | -11 | 26 | -1
O=C(c1cc2n(n1)C(C(F)(F)F)CC(c1ccco1)N2)N1CCN(c2ccccn2)CC1 (stereo not drawn) | 3 | -4 | -1 | 4 | 12 | -1.2 | -7 | -2 | -22
COc1cc(/C=C2\C(C)=C(C#N)c3nc(N)c(C#N)c(C)c32)ccc1OCC(=O)O | 8 | 11 | -2 | -3 | -3 | -1.6 | -4 | -18 | 10
COc1ccc(CC(=O)OCc2nnc(C3COc4ccccc4O3)o2)cc1OC (stereo not drawn) | 3 | 4 | -2 | 2 | 1 | 0.2 | -2 | 16 | -1
CC1CCCCC1NC(=O)C1CCN(S(=O)(=O)c2cccc3nsnc23)CC1 (stereo not drawn) | 22 | 2 | -1 | -1 | -6 | -2.1 | 3 | 13 | 2
COc1ccc(C)cc1NC(=O)Cn1cnc2sc(C)c(S(=O)(=O)N3CCOCC3)c2c1=O | -10 | -4 | -4 | -1 | 0 | -0.9 | 9 | 10 | 6
O=S(=O)(c1ccc(Cl)cc1)c1cc(O)ccc1O | -4 | -11 | -4 | -4 | 12 | 0.5 | -12 | -3 | -5
Cc1ccc2c(c1)c(-c1ccccc1)nc1nnnn12 | 4 | 5 | -2 | 2 | -2 | -1.2 | 0 | 1 | 9
COc1cc(OC)c(C2=NOC(C(=O)NCCc3ccccc3)C2)cc1Cl (stereo not drawn) | -2 | 4 | -2 | -4 | 5 | -0.3 | 2 | 18 | 0
CC(C)COC(=O)c1nnsc1NC(=O)Nc1ccccc1 | 24 | -1 | -4 | -7 | 16 | -0.2 | 22 | -8 | 10
O=C(OCc1ccccc1Cl)c1cc([N+](=O)[O-])ccc1N1CCOCC1 | 22 | 1 | 6 | 31 | 6 | -1.1 | 9 | -36 | 31
CCOc1ccc(Nc2nc(N)c([N+](=O)[O-])c(NCc3ccccc3)n2)cc1 | 27 | 0 | 10 | 13 | -15 | 3.5 | 31 | -12 | 14

An excerpt from above in order of length of the SMILES, smallest number first:
SMILES | Mdm2 MdmX PPI | CXCR6 inh | UPR XBP1 act | EBI2 block | Jurkat NFkB inh | UPR CHOP act | Gli-Sufu antag | 697 NFkB inh | CCR6 antag
CC(C)COC(=O)c1nnsc1NC(=O)Nc1ccccc1 | 24 | -1 | -4 | -7 | 16 | -0.2 | 22 | -8 | 10
COc1ccc(NC(=O)Cn2nnc(-c3ccccc3N)n2)cc1OC | 3 | 3 | -3 | -13 | -13 | -1.7 | 13 | -3 | -2
COc1ccc(CC(=O)OCc2nnc(C3COc4ccccc4O3)o2)cc1OC (stereo not drawn) | 3 | 4 | -2 | 2 | 1 | 0.2 | -2 | 16 | -1

Profiles from above:
`COc1ccc(CC(=O)OCc2nnc(C3COc4ccccc4O3)o2)cc1OC` (stereo not drawn) as listed: Mdm2 MdmX PPI = 3; CXCR6 inh = 4; UPR XBP1 act = -2; EBI2 block = 2; Jurkat NFkB inh = 1; UPR CHOP act = 0.2; Gli-Sufu antag = -2; 697 NFkB inh = 16; CCR6 antag = -1
`O=C1c2ccccc2C(=O)c2c1cccc2N1CCN(Cc2ccccc2)CC1` as listed: Mdm2 MdmX PPI = 29; CXCR6 inh = 20; UPR XBP1 act = -4; EBI2 block = 25; Jurkat NFkB inh = -15; UPR CHOP act = 0.7; Gli-Sufu antag = 6; 697 NFkB inh = -6; CCR6 antag = 24

Next structures follow.
SMILES | Mdm2 MdmX PPI | CXCR6 inh | UPR XBP1 act | EBI2 block | Jurkat NFkB inh | UPR CHOP act | Gli-Sufu antag | 697 NFkB inh | CCR6 antag
COCCN(C(=S)Nc1ccc(C)c(C)c1)C(C)c1ccco1 (stereo not drawn) | 8 | 3 | -5 | 9 | -10 | -1.4 | -1 | 0 | 21
CCN(CC)C(=O)c1sc2c(c1C)c(=O)n(-c1ccc(OC)cc1OC)c(=O)n2CC(=O)c1ccccc1 | 15 | 2 | -3 | 8 | -2 | 0.0 | 0 | 11 | 0
Nc1nnc(SCC(=O)N2CCN(c3ccccc3)CC2)s1 | -9 | -17 | 1 | -4 | -17 | 1.2 | 9 | 0 | -6
COc1ccc(C(OC(=O)c2cccs2)C(=O)NCC2CCCO2)cc1 (stereo not drawn) | 5 | -11 | -3 | -1 | -4 | -0.4 | -19 | 3 | 3
COc1ccc(CCNC(=O)C(=O)NCC2OCCN2S(=O)(=O)c2ccccc2)cc1 (stereo not drawn) | 19 | 8 | -2 | -4 | -10 | 3.0 | 3 | 7 | 1
CC(=O)c1cccc(NC(=O)c2ccco2)c1 | 2 | -3 | 6 | -14 | 10 | 1.4 | 1 | 20 | -20
Cc1ccc(S(=O)(=O)NCCC(=O)Nc2ccc(Cl)c(Cl)c2)cc1C | 13 | -6 | 0 | 6 | 6 | -0.1 | -11 | 3 | 8
CC(C)NC(=O)c1ccc(COCC(F)(F)C(F)F)cc1 | 19 | -1 | -2 | 14 | -5 | -2.0 | -9 | 14 | 1
CC(=O)COc1c(-c2ccco2)oc2ccccc2c1=O | -3 | 6 | -2 | -1 | 8 | 2.0 | -4 | 5 | 9
COc1cc(NC(=O)C/C(C)=N/NC(=O)Cc2ccc(Cl)cc2)c(OC)cc1Cl | 0 | 5 | -5 | -10 | 0 | 0.4 | -3 | 2 | -3
CCOc1cccc(/C(O)=C2/C(=O)C(=O)N(Cc3ccco3)C2c2ccncc2)c1 (stereo not drawn) | -4 | 4 | 1 | -1 | 3 | -0.2 | 0 | 9 | -6
CC(C)OC(=O)Nc1ccc(Oc2c(F)c(F)c(F)c(F)c2F)cc1 | -3 | -4 | -2 | 7 | 19 | -1.3 | -7 | 26 | -1
COc1cc(Br)c(CCNC(=O)Cc2ccccc2)cc1OC | -29 | 1 | -1 | 0 | -1 | -1.2 | -2 | 6 | 7
C[C@@H](C(=O)Nc1ccc2ccccc2c1)[C@H]1C[C@]1(C)[C@H](NC(=O)c1cccnc1)c1ccccc1 | 21 | x | -3 | x | -3 | 3.0 | 10 | 26 | 8
Cc1cccc(NC(=O)C2CCN(S(=O)(=O)c3ccc4c(c3)C(C)(C)C(=O)N4C)CC2)c1C | 18 | -14 | -2 | 1 | -20 | 0.7 | 3 | 5 | -14
CCOCCn1c(=O)c2c(nc3n2CCCN3Cc2ccccc2)n(C)c1=O | 24 | 8 | -1 | -7 | 12 | -1.4 | -7 | 9 | 13
CC(C)Oc1ccc(/C=C/C(=O)NCC2COc3ccccc3O2)cc1 (stereo not drawn) | -5 | 2 | 1 | 8 | -12 | -0.1 | -2 | -9 | 16
CCC(C)Nc1nc2c(c(=O)n(C)c(=O)n2C)n1Cc1ccc(F)cc1 (stereo not drawn) | 26 | -3 | -5 | 10 | -10 | 0.6 | 15 | -7 | 9
COc1ccc(Cl)cc1S(=O)(=O)N1CCCC(C(=O)NCc2ccncc2)C1 (stereo not drawn) | -12 | 2 | -2 | 4 | 7 | -1.3 | -3 | -17 | 4
C/C(CC(=O)Nc1cccc2c1CCCC2)=N\NC(=O)Cc1ccccc1 | -17 | 3 | 0 | 12 | 6 | 1.1 | 2 | 17 | 4
CN1CCN(c2nc(N3CCN(c4ccccc4)CC3)ncc2F)CC1 | 20 | 2 | -4 | 14 | 13 | 0.9 | 6 | -29 | 5
CCOC(=O)C1CCN(CC(C)(C)NS(=O)(=O)c2ccc(Cl)cc2)CC1 | 22 | 4 | 1 | 1 | 7 | -0.9 | -14 | 1 | 19
COc1ccc(OCc2cc(C(=O)N3CCCC(O)C3)no2)c2ccccc12 (stereo not drawn) | -54 | -10 | 3 | -48 | -94 | 4.5 | -5 | -65 | -3
Cc1ccccc1C(=O)N1CCC(C(=O)NC2CCCC2)CC1 | -19 | -3 | 0 | -9 | -3 | 1.6 | -4 | -5 | 11
Cc1ccc2c(c1)N(C(=O)CCC(=O)NCc1cccc(Cl)c1)CC(C)O2 (stereo not drawn) | 34 | -1 | -2 | 10 | 9 | 1.5 | -2 | -13 | 3
O=C(NCc1cccnc1)c1cc(Sc2ccccc2Cl)nc2ccccc12 | 7 | -10 | -4 | 1 | -7 | 0.1 | -4 | -6 | 18
O=C(Nc1ccccc1F)c1ccc(S(=O)(=O)N2CCCCCC2)cc1 | 12 | 4 | -3 | 18 | -19 | -0.3 | -12 | 5 | 9
O=C(NCc1ccccn1)c1cc2cc(Br)ccc2oc1=O | 17 | 7 | -1 | -6 | 0 | 1.9 | -4 | -2 | -8
O=C(CN1C(=O)c2ccccc2C1=O)Nc1ccc(Cl)cn1 | -13 | 3 | -1 | 3 | -2 | -0.8 | 4 | -3 | 6
